Screening results (PubChem)
GPR35 antagonists = GPR35 antagonists blocking zaprinast-driven arrestin recruitment, primary screen, imaging, U2OS, beta-arrestin-GFP, zaprinast agonist (AID 2058); U2OS GPR35 beta-arrestin-GFP translocation imaging, zaprinast antagonism; higher % means a stronger effect; one-dose inhibition, % at 10 µM; IC50 in µM for titrated hits; actives 0.052% (n = 290,000);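 active means inhibition of at least 50% with at least 30 cells and total cytoplasm GFP at most 10,000,000; inconclusive means under 30 cells or total GFP of 10,000,000 plus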
RSV antiviral HEp-2 = RSV antiviral activity via CPE protection, HEp-2 cells, primary 10 µM value included (AID 2391). HEp-2 cells, RSV-induced CPE inhibition; higher % means a stronger effect. one-dose CPE inhibition, % at 10 µM; IC50 in µM for titrated hits. actives 0.13% (n = 310,000); in the data active means a potency from the dose series; inconclusive means CPE inhibition mostly from about 23% at the one dose, without a potency; inactive means the rest, 99 in 100 with CPE inhibition below about 21%; further: strong numbers were not always called active
WT yeast gro inh = growth inhibition of WT yeast, mitochondrial fusion screen; mitochondrial fusion phenotypic screen, WT strain; inhibition, % at 10 µM; actives 2.1% (n = 190,000); AID 1362; in the data active means inhibition above about 58%; tested in S. cerevisiae
Autophagy mod = modulators of autophagy. actives 0.98% (n = 190,000). calls only at 10 µM (by protocol). AID 463193. MEF GFP-LC3 puncta imaging; test concentration mostly 10 µM;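 active means percentage of spot-positive cells more than 3 SD above its plate mean, without a fluorescence outlier flag or 80% toxicity; inconclusive means no clear call, values can overlap the other calls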;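 further: spot-positive cell cutoff set from DMSO-treated cells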
K1F lysis inhibition = protection from phage-mediated lysis, alamar blue read-out – E. coli UTI89, K1F phage, bacterial capsule biogenesis inhibitors (AID 488966); E. coli UTI89 K1F phage lysis, alamar blue, 2 h; higher % means a stronger effect; one-dose inhibition, % at 100 µM; IC50 in µM for titrated hits; actives 0.02% (n = 340,000);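 active means phage lysis inhibition, versus mean bacterial control, above a set limit; inconclusive means no clear call, values can overlap the other calls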;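 further: capsule biogenesis inhibitors block K1F phage lysis so surviving cells raise fluorescence; higher fluorescence means more inhibition of phage lysis; actives were called in the ten point dose series up to 300 µM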
LYP inhibition = inhibitors of LYP phosphatase, biochemical, fluorescence intensity, uHTS (AID 1779); recombinant LYP phosphatase, fluorescence intensity; higher % means a stronger effect; inhibition, % at 11.5 µM, or IC50 in µM where a hit was titrated; actives 0.054% (n = 290,000); in the data active means inhibition above about 50%;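 further: plate controls were vehicle with enzyme for no effect and no enzyme for full effect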
NS5 inhibitors = Dengue-2 NS5 methyltransferase inhibitors, primary screen, biochemical, confirmation dose response (AID 588689); Dengue-2 NS5 methyltransferase capping enzyme assay, biochemical; higher % means a stronger effect; inhibition, % at 25 µM, or IC50 in µM where a hit was titrated; actives 0.3% (n = 340,000); in the data active means a potency from the dose series; inconclusive means inhibition above about 29% without an active follow-up result
AID2073 = inhibitors of Mint1-CaV2.2 protein interaction, biochemical, HTRF (AID 2073); HTRF protein-protein interaction, Mint1-CaV2.2; higher % means a stronger effect; one-dose inhibition, % at 20 µM; IC50 in µM for titrated hits; actives 0.19% (n = 290,000); in the data active means inhibition mostly above about 51%, no sharp cut-off; inconclusive means no clear call, values can overlap the other calls; inactive means mostly below about 53%; further: some results filed as inactive read as strong as hits
NTR1 ag = agonists of NTR1, primary screen, imaging, U2OS cells, beta-arrestin-GFP, high content (AID 493036). actives 0.17% (n = 330,000). NTR1-U2OS beta-arrestin-GFP spot imaging, agonist mode. activation, % at 20 µM;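 active means activation at or above 40% of the spot to cytoplasm intensity ratio, with at least 20 cells analyzed; inconclusive means wells under 20 cells, flagged as cytotoxic or low count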;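 further: 0% = DMSO without peptide and 100% = 100 nM NTR1 peptide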
Target sequence (P30989 whole entry, looked up): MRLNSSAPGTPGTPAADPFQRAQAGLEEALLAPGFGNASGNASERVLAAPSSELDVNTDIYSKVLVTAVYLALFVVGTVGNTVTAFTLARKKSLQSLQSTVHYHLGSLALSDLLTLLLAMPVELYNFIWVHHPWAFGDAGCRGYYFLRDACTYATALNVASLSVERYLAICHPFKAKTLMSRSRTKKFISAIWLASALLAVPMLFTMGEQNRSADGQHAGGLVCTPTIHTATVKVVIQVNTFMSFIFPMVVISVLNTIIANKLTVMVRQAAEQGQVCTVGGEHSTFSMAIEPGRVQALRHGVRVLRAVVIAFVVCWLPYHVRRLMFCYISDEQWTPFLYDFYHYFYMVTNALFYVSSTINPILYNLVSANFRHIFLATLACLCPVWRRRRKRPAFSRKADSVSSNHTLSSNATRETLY
WT yeast gro inh mutant strain = also measured in WT yeast gro inh; calls as there; inhibition, %; mitochondrial fusion phenotypic screen, mutant strain inhibition
Autophagy mod cell loss 18 h = recorded beside Autophagy mod, whose call it bears; toxicity, %; measured here: cell loss, nuclei count;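 cell loss after 18 h compound exposure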
NTR1 ag cell count 20 µM = also measured in NTR1 ag; calls as there; cell count; measured here: cell count, cytotoxicity flag
NS5 inhibitors pilot replicate = also measured in NS5 inhibitors; calls as there; inhibition, %; measured here: pilot screen replicate inhibition
* marks the source's active call; other numbers are inactive results; i = inactive; ? = inconclusive; / = not tested or not shown; [ ] = dose if it differs, or a comment.

SMILES	GPR35 antagonists	RSV antiviral HEp-2	WT yeast gro inh	WT yeast gro inh mutant strain	Autophagy mod	Autophagy mod cell loss 18 h	K1F lysis inhibition	LYP inhibition	NS5 inhibitors	AID2073	NTR1 ag	NTR1 ag cell count 20 µM	others
O=C(NCc1cccs1)C12CC3CC(CC(C3)C1)C2	9%	-0.5%	-52	-4	i	20	1.7%	-6%	1%	11%	-0.4	26
COc1ccc(CCNC(=O)C2CC=CCC2C(=O)O)cc1 (centres undefined)	0%	0.8%	/	/	/	/	1.9%[50 µM]	-7%	-8%	14%	-0.8	54
CN(CCC#N)C(=O)COC(=O)[C@H](Cc1ccccc1)N1C(=O)c2ccccc2C1=O	3%	1.1%	/	/	/	/	-0.2%	-8%	-1%	9%	-0.8	90
CC(C)CCN(C(=O)COc1ccc(C#N)cc1)c1c(N)n(Cc2ccccc2)c(=O)[nH]c1=O	8%	-4.4%	-1	2	i	4	/	-4%	/	8%	-1.1	97
Cc1cc(NC(=O)CSc2nc3c(cc2C#N)CCCC3)no1	8%	5.6%	12	-8	i	-8	2.0%[50 µM]	-4%	-2%	2%	1.7	64
O=C(NC1CCCC1)c1cc(-c2ccc(Cl)cc2Cl)on1	-18%	1.4%	/	/	/	/	-0.1%	-8%	-10%	10%	-1.2	56
Cc1nc(SCC(=O)c2ccccc2)c(C#N)c(-c2ccco2)c1C(=O)NCc1ccco1	-14%	12%	5	5	i	-10	-0.4%	12%	13%	2%	1.6	39
Nc1ccnn1Cc1ccncc1	1%	2.0%	-19	-19	i	43	0.2%	-6%	5%	?	-0.5	59
CCN(CC)C(=O)c1c(C)nc2ccccn12	6%	1.0%	-25	-1	i	1	0.2%	-11%	-1%	-5%	-0.7	59
COCCCNC(=O)Cc1c(C)c2c(cc(C)c3c(C(C)(C)C)coc32)oc1=O	1%	0.7%	/	/	/	/	-0.4%	-4%	1%	27%	7.4	99
O=C(COC(=O)c1cc([N+](=O)[O-])ccc1N1CCOCC1)c1ccccc1Cl	2%	1.3%	/	/	/	/	0.2%[50 µM]	-7%	-3%	1%	1.4	36
O=C(/C=C/c1ccc(F)cc1)c1ccc(N2CCOCC2)cc1	14%	1.7%	/	/	/	/	0.1%	-5%	-3%	-21%	3.6	76
COc1ccc(Cc2nnc(NC(=O)Nc3ccc(F)cc3)s2)cc1	-3%	1.2%	/	/	/	/	0.2%	-11%	-1%	9%	1.5	68
O=C(N=Nc1c(O)[nH]c2ccc(F)cc12)C1COc2ccccc2O1 (centres undefined)	6%	1.2%	/	/	/	/	0.3%	-9%	4%	1%	0.2	50
COc1cc2ccccc2cc1C(=O)Nc1ccc(C)cn1	-11%	2.9%	/	/	/	/	0.4%[50 µM]	-12%	-6%	3%	0.3	56

Part of the list above in order of molar mass, low to high.
SMILES	GPR35 antagonists	RSV antiviral HEp-2	WT yeast gro inh	WT yeast gro inh mutant strain	Autophagy mod	Autophagy mod cell loss 18 h	K1F lysis inhibition	LYP inhibition	NS5 inhibitors	AID2073	NTR1 ag	NTR1 ag cell count 20 µM	others
O=C(NCc1cccs1)C12CC3CC(CC(C3)C1)C2	9%	-0.5%	-52	-4	i	20	1.7%	-6%	1%	11%	-0.4	26
COc1ccc(CCNC(=O)C2CC=CCC2C(=O)O)cc1 (centres undefined)	0%	0.8%	/	/	/	/	1.9%[50 µM]	-7%	-8%	14%	-0.8	54
COc1ccc(Cc2nnc(NC(=O)Nc3ccc(F)cc3)s2)cc1	-3%	1.2%	/	/	/	/	0.2%	-11%	-1%	9%	1.5	68
CN(CCC#N)C(=O)COC(=O)[C@H](Cc1ccccc1)N1C(=O)c2ccccc2C1=O	3%	1.1%	/	/	/	/	-0.2%	-8%	-1%	9%	-0.8	90
Cc1nc(SCC(=O)c2ccccc2)c(C#N)c(-c2ccco2)c1C(=O)NCc1ccco1	-14%	12%	5	5	i	-10	-0.4%	12%	13%	2%	1.6	39
CC(C)CCN(C(=O)COc1ccc(C#N)cc1)c1c(N)n(Cc2ccccc2)c(=O)[nH]c1=O	8%	-4.4%	-1	2	i	4	/	-4%	/	8%	-1.1	97

The main list resumes, repeating the two entries before the break.
SMILES	GPR35 antagonists	RSV antiviral HEp-2	WT yeast gro inh	WT yeast gro inh mutant strain	Autophagy mod	Autophagy mod cell loss 18 h	K1F lysis inhibition	LYP inhibition	NS5 inhibitors	AID2073	NTR1 ag	NTR1 ag cell count 20 µM	others
O=C(N=Nc1c(O)[nH]c2ccc(F)cc12)C1COc2ccccc2O1 (centres undefined)	6%	1.2%	/	/	/	/	0.3%	-9%	4%	1%	0.2	50
COc1cc2ccccc2cc1C(=O)Nc1ccc(C)cn1	-11%	2.9%	/	/	/	/	0.4%[50 µM]	-12%	-6%	3%	0.3	56
Cc1ccc2c(COC(=O)CNC(=O)c3ccccc3)cc(=O)oc2c1	13%	0.2%	-18	-20	i	-9	0.7%[50 µM]	-5%	1%	11%	6.0	87
CCN(CC)CCN1C2=C(C(=O)CC(C)(C)C2)C(c2cccc(F)c2)C2=C1CC(C)(C)CC2=O	4%	-0.3%	-20	-6	i	-4	-0.4%	-7%	-10%	22%	-0.2	63
COCc1[nH]nc2c1C(c1ccccc1F)C(C#N)=C(N)O2 (centres undefined)	0%	0.0%	0	3	i	-9	1.2%	-11%	-5%	-4%	0.8	71
COC(=O)c1cccc(NC(=O)Cn2cnc3c2c(=O)n(C)c(=O)n3C)c1	-13%	5.2%	/	/	/	/	0.2%	-9%	-3%	-1%	-1.0	57
COc1ccc(N2C(=O)CCC(C(=O)N3CCCCCC3)C2c2ccc(OC)c(OC)c2)cc1 (centres undefined)	6%	0.3%	1	1	i	3	0.6%	-7%	-1%	-6%	1.4	83
CCOC(=O)c1c(C)n(C)c2cc(Br)c(OC)cc12	-1%	4.8%	18	0	i	7	-1.7%	6%	-2%	2%	9.4	96
Cn1c(=O)n(C)c2cc([N+](=O)[O-])c(N3CCN(S(=O)(=O)c4ccccc4)CC3)cc21	12%	6.2%	15	1	i	23	1.0%[50 µM]	-7%	-3%	-2%	9.2	60
CCC(NC(C)C)C(O)c1ccc(O)c(O)c1 (centres undefined)	1%	-1.9%	-1	-4	i	4	9.1%	-1%	-3%	-14%	0.8	64
COCCCNC(=O)c1cc(-c2cccnc2)nc2ccccc12	-5%	1.6%	/	/	/	/	0.3%	-3%	-3%	-2%	-0.9	93
CCOc1ccc(NS(=O)(=O)c2ccc(C(=O)NCCN3CCOCC3)cc2)cc1	/	2.8%	/	/	/	/	0.6%[50 µM]	/	7%	/	-0.2	68
COC(=O)c1cc(S(=O)(=O)NCc2cccc(OC)c2)cn1C	-3%	0.7%	/	/	/	/	0.8%	-5%	3%	2%	-3.0	60
Cc1cc(C)c(-n2c(O)c(C=NCCN3CCOCC3)c(=O)[nH]c2=O)c(C)c1	-1%	0.1%	13	32	i	-7	0.7%	-5%	4%	1%	-0.8	39
CCC(CC)C(=O)NCCc1cc2ccc(OC)cc2[nH]c1=O	-2%	0.1%	7	4	i	-13	0.8%	5%	-3%	0%	12	49
O=S(=O)(Nc1nc2ccccc2nc1NCc1ccco1)c1ccccc1	19%	4.8%	8	-14	i	8	0.1%	-3%	26%	3%	0.3	40
Cc1ccc(NC2CCCN(C(=O)c3cn(C)c4ccccc34)C2)cc1C (centres undefined)	2%	2.5%	/	/	/	/	-0.2%	-4%	3%	-10%	0.6	70
Clc1ccc(CN2CCCCCC2)cc1Cl	8%	0.1%	/	/	/	/	0.1%	-3%	-3%	7%	-0.6	72	NS5 inhibitors pilot replicate=-0.6
Cn1c(=O)n(C)c2cc(C(=O)O)ccc21	-3%	0.9%	-16	-13	i	-7	0.5%	-4%	-11%	-7%	-0.8	68
O=C(c1ccc(COc2ccccc2[N+](=O)[O-])o1)N1CCCCCC1	6%	19%	7	10	i	-20	0.6%	-4%	-1%	0%	3.9	36
CN1CCN(C(=S)Nc2ccc([N+](=O)[O-])cc2)CC1	-4%	-1.1%	-6	-16	i	30	-0.1%	-5%	2%	-46%	-0.4	41
Cc1cc(NC(=O)c2sccc2C)n(-c2nc3ccccc3[nH]2)n1	-17%	8.7%	79*	75*	i	30	1.6%	5%	-6%	15%	18	34
O=S(=O)(NCC(c1cccnc1)N1CCN(Cc2ccccc2)CC1)c1ccc(F)cc1 (centres undefined)	-4%	0.6%	/	/	/	/	0.2%	-6%	-6%	39%	0.3	94
COc1ccc(OC)c(C2C(C(C)=O)=C(O)C(=O)N2c2ccc(O)cc2)c1 (centres undefined)	5%	0.5%	2	9	i	11	-0.1%	-8%	-3%	0%	0.6	44
CC1(C)CC(=O)c2ccc(O)cc2O1	0%	0.5%	-10	7	i	8	2.1%	0%	6%	13%	1.4	36
Cc1[nH]n(-c2ccccc2)c(=O)c1C(c1ccc(C(=O)O)cc1)c1c(C)[nH]n(-c2ccccc2)c1=O	-9%	1.6%	-1	2	i	-5	1.2%[50 µM]	5%	21µM*	14%	0.9	55
O=C(c1cc(C(=O)N2CCOCC2)c2nc3ccccc3n2c1)c1cc(Cl)cc(Cl)c1O	4%	0.7%	/	/	/	/	-0.1%	-7%	13%	24%	-0.6	55
